RNase H inhibition: RNase H inhibition, HIV 1 Gag Pol polyprotein, FRET biochemical assay, screening (AID 372). HIV-1 RT RNase H, FRET RNA/DNA substrate fluorescence; higher % means a stronger effect. inhibition, % at 10 µM, or IC50 in µM where a hit was titrated. 0.77% of 100,000 active; in the data active means inhibition above about 50%
The depositor's hits bear a star. A portion of the library; count on the stated rates, not on these rows.

SMILES | RNase H inhibition
Cc1cc(=O)oc2c1c(C)nn2-c1cc(Cl)ccc1Cl | 0%
Cc1cc(C=C2C(=O)NC(=O)NC2=O)c(C)n1-c1ccc(F)cc1 | 10%
COc1ccc(C(=O)NC(=S)Nc2ccc3nn(-c4ccc(Cl)cc4)nc3c2)cc1OC | 15%
COc1ccc(C(=O)Nc2ncc(Br)cc2Br)cc1[N+](=O)[O-] | 11%
CC(=C/c1ccccc1)/C=N/NC(=O)CSc1n[nH]c(=O)[nH]c1=O | 12%
N#C/C(=C/c1ccc(-c2ccccc2C(=O)O)o1)C(=O)Nc1ccc(Cl)cc1 | 0%
COc1ccc(/C=N/NC(=O)CSCc2ccccc2Br)cc1[N+](=O)[O-] | 15%
COC(=O)C1=C(C(=O)OC)SC(=C2C(=S)C(C)(C)N(C(=O)c3ccccc3Br)c3cc(C)ccc32)S1 | 27%
Brc1ccc(/C=N/Nc2cc(N3CCOCC3)ncn2)cc1 | 0%
Nc1sc2c(c1C(=O)Nc1ccc(Cl)cc1)CCCC2 | 24%
COc1cc2c(cc1OC)CN(Cc1ccc(F)cc1F)CC2 | 2%
COc1ccc(-c2cc(-c3ccccc3)n[nH]2)cc1 | 6%
O=C1CC(SC(=NCc2ccc3c(c2)OCO3)Nc2ccccc2)C(=O)N1c1ccc(Cl)cc1 (stereo not drawn) | 12%
CCOC(=O)C1=C(C)N=c2s/c(=C\c3ccc(Br)cc3)c(=O)n2C1c1ccc(OC)c(OC)c1 (stereo not drawn) | 0%
CC12CN3CC(C)(CN(C1)C(=O)c1ccccc1C3=O)C2=O | 2%
N#C/C(=C\c1ccc(Cl)cc1)C(=O)Nc1ccccc1C(N)=O | 11%
CCCC(=O)NC1=C(C#N)C2(CCCC2)Cc2ccccc21 | 7%
Cc1ccc(-c2n[nH]c(=S)n2N=C/C=C\c2ccccc2[N+](=O)[O-])cc1 | 43%
CCOC(=O)c1sc(N=NC2=C(O)CCCC2=O)c(C(=O)OCC)c1C | 20%
COc1ccc(C(=O)NC(=S)Nc2cccc(-c3nc4ccccc4o3)c2)cc1[N+](=O)[O-] | 19%
COc1ccc(/C=C/C(=O)c2ccc(S(=O)(=O)NCc3cccnc3)cc2)cc1 | 7%
Cc1ccc(OCC(=O)Nc2cccc(S(N)(=O)=O)c2)cc1C | 0%
O=C(COc1ccccc1[N+](=O)[O-])N/N=C/c1cc2c(cc1Br)OCO2 | 21%
CCC(=O)Oc1ccc2ccccc2c1-c1c(OC(=O)CC)ccc2ccccc12 | 7%
COc1ccc(OCC(=O)N2CCN(C(=O)c3ccccc3F)CC2)cc1 | 7%

Nothing new here: entries from further up.
SMILES | RNase H inhibition
CCCC(=O)NC1=C(C#N)C2(CCCC2)Cc2ccccc21 | 7%
Cc1ccc(-c2n[nH]c(=S)n2N=C/C=C\c2ccccc2[N+](=O)[O-])cc1 | 43%
CCOC(=O)c1sc(N=NC2=C(O)CCCC2=O)c(C(=O)OCC)c1C | 20%
COc1ccc(C(=O)NC(=S)Nc2cccc(-c3nc4ccccc4o3)c2)cc1[N+](=O)[O-] | 19%

Other entries follow.
SMILES | RNase H inhibition
O=C(Nc1ccc(-c2ccc(NC(=O)c3ccccc3)cc2)cc1)c1ccccc1 | 0%
Nn1c(O)c(/C=C2/C(=O)C=Cc3ccccc32)sc1=S | 16%
CC(C)c1ccc2c(c1)c1c3n2CCNC3CCC1 (stereo not drawn) | 8%
O=C(Nc1ccc(Oc2ccccc2)cc1)C1COc2ccccc2O1 (stereo not drawn) | 20%
Cc1ccc(C(=O)Nc2ccc(NC(=O)c3cccc(Cl)c3)cc2)cc1C | 10%
COc1ccc(N2CCN(Cc3cccc(C(F)(F)F)c3)CC2)cc1 | 12%
O=C(O)CC(NC(=O)c1cncc(Br)c1)C(=O)O (stereo not drawn) | 7%
Cc1cc(COc2ccccc2OCc2cc(C)no2)on1 | 9%
Nc1nc(-c2ccc([N+](=O)[O-])cc2)cs1 | 0%
COc1ccc(C(=O)N/C(=C\c2ccc(-c3cccc([N+](=O)[O-])c3)o2)C(=O)NCc2ccncc2)cc1 | 0%
O=C(NC1C2CC3CC(C2)CC1C3)c1cccc(I)c1 (stereo not drawn) | 20%
Cc1cc(C)cc(OCC(=O)NNC(=O)/C=C/c2ccc3c(c2)OCO3)c1 | 9%
C=CCN(CC=C)CCCCOc1cccc(C)c1 | 5%
CC(C)C1=NN2C(=N)/C(=C/c3ccc(OCc4ccc(F)cc4)cc3)C(=O)N=C2S1 | 10%
C/C(=N\NC(=O)c1cc2ccccc2cc1O)c1ccco1 | 15%
CC1=C(C(=O)OC2CCCC2C)C(c2ccccc2Cl)NC(=O)N1 (stereo not drawn) | 8%
O=C(N/N=C/c1ccc([N+](=O)[O-])cc1)NC12CC3CC(CC(C3)C1)C2 | 8%
O=C(Nc1ccc(F)c(F)c1)c1sc2ccccc2c1Cl | 1%
CCOC(=O)Nc1nnc(-c2ccc(C)cc2)s1 | 6%
CCOC(=O)c1c(C)nc2n(/N=C/c3ccccc3)c3ccccc3n12 | 11%
O=C(Nc1ccc(S(=O)(=O)N2CCCCCC2)cc1)c1ccccc1[N+](=O)[O-] | 8%
COc1cc(/C=C2/SC(=S)N(c3ccccc3)C2=O)ccc1OC(=O)c1ccc([N+](=O)[O-])cc1 | 3%
Cc1c(N=c2c(=O)c3ccccc3c2=O)c(=O)n(-c2ccccc2)n1C | 6%
COc1cc(/C=N/n2cnnc2)ccc1OC(C)c1ccccc1 (stereo not drawn) | 24%
COc1ccc(N/C=C/C(=O)c2ccco2)cc1 | 13%
Additional results
SMILES | RNase H inhibition
O=C(N/N=C/C(Br)=C/c1ccccc1)c1cc(-c2ccccc2)n[nH]1 | 28%
Cc1cccc(NC(=O)/C(=C\c2ccccc2Cl)NC(=O)c2ccccc2)c1 | 20%
COC(=O)C1=C(C)N(c2ccc(Cl)cc2)/C(=C\c2ccc(OCC(=O)Nc3ccccc3OC)cc2)C1=O | 0%
O=C(NC(=S)Nc1ccc2oc(-c3c(F)c(F)c(F)c(F)c3F)nc2c1)c1ccc(Cl)cc1 | 2%
COC(=O)c1ccc(C2Nc3ccccc3-c3nnc(SCc4ccccc4Cl)nc3O2)cc1 (stereo not drawn) | 6%
CCOc1cccc2c1NC(C)(C)c1sn(-c3ccc(F)cc3)c(=S)c1-2 | 8%
Cc1ccccc1C(=O)Nc1cccc(-c2nnc(-c3ccccc3)o2)c1 | 16%
Cc1cc(C(N)=O)c(-c2ccccc2)o1 | 6%
C/C(=N\N=C1/NC(=O)C(CC(=O)O)S1)c1ccccc1 (stereo not drawn) | 0%
CC(C)COc1ccc(C(=O)Nc2cccc([N+](=O)[O-])c2)cc1 | 12%
Cc1ccc(S(=O)(=O)NCc2ccc(/C=N/NC(=O)c3ccco3)o2)cc1 | 5%
Cc1ccnc(NS(=O)(=O)c2ccc(NC(=O)c3cccc([N+](=O)[O-])c3)cc2)n1 | 0%
O=C1C(=O)N(c2cccc(Cl)c2)C(c2ccccc2[N+](=O)[O-])/C1=C(\O)c1ccccc1 (stereo not drawn) | 12%
O=C(N/N=C/c1ccncc1)c1cc(C23CC4CC(CC(C4)C2)C3)[nH]n1 | 15%
COc1ccc(OC)c(N(CC(=O)N2CCN(c3ccccc3)CC2)S(=O)(=O)c2ccccc2)c1 | 10%
COc1cc(/C=C2/SC(=S)NC2=O)ccc1OS(=O)(=O)c1ccccc1 | 19%
COc1ccc(C(=O)NC2CC(C)(C)NC(C)(C)C2)cc1 | 11%
O=C(N/N=C/c1cc([N+](=O)[O-])ccc1Cl)c1ccco1 | 8%
COc1cc(NC(=O)c2cnn3c2NC(c2cccs2)CC3C(F)(F)F)c(OC)cc1Cl (stereo not drawn) | 30%
CC(C)CNC(=O)C(=O)NCc1ccc(Cl)cc1 | 15%
CN1C(=O)N(C)C2(c3ccccc3)Nn3c(s/c(=C/c4ccc([N+](=O)[O-])cc4)c3=O)=NC12c1ccccc1 (stereo not drawn) | 10%
Cn1c(C(=O)c2ccccc2)nc2ccccc21 | 2%
NC(=O)c1c(NC(=O)C(c2ccccc2)c2ccccc2)sc2c1CCCCCC2 | 10%
O=C(CN1C(=O)S/C(=C\c2ccc(Cl)cc2)C1=O)Nc1cc([N+](=O)[O-])ccc1O | 22%
COc1cccc(CN2CCN(Cc3cccc(F)c3)CC2)c1OC | 9%
More structures:
SMILES | RNase H inhibition
O=C(Nc1cccc(Cl)c1Cl)c1ccc([N+](=O)[O-])cc1 | 2%
CC12CC3CC(C)(C1)CC(C(=O)Nc1ccc(Cl)cc1)(C3)C2 | 6%
O=C(CCCOc1ccccc1)Nc1ncn[nH]1 | 0%
Cc1cccc(C)c1NC(=O)Nc1c(C)cccc1C | 8%
CC1CCCN(C(=O)C(C)Oc2ccccc2)C1 (stereo not drawn) | 8%
Cc1nc(C2CC(=O)OC23CCCCC3)cs1 (stereo not drawn) | 0%
COc1ccc(CN(CCC2(Cc3ccccc3)CCOC(C)(C)C2)C(C)=O)cc1 (stereo not drawn) | 8%
C=CCN1C(=O)/C(=C\c2ccccc2OCCCOc2cccc(C)c2)SC1=S | 48%
COc1ccc(CNC(=O)C(=O)Nc2ccc(Cl)c(C(F)(F)F)c2)cc1 | 6%
O=C(CSc1nc2sc3c(c2c(=O)n1-c1ccccc1)CCCC3)NCCc1ccccc1 | 10%
Cc1ccc(N=Cc2c(O)n(-c3ccccc3)c(=O)[nH]c2=O)cc1 | 10%
CC(C)(C)C(=O)Nc1cc(C(=O)Nc2cc(C(=O)O)cc(C(=O)O)c2)cc(C(=O)Nc2cc(C(=O)O)cc(C(=O)O)c2)c1 | 0%
O=C1N=C(N2CCOCC2)SC1=C1CCCCC1 | 0%
Cc1ccc2oc(-c3ccc(NC(=O)COc4ccc(C)c(C)c4)cc3)nc2c1 | 25%
C/C=C/c1ccc(OCCOCCOc2cccc(Br)c2)c(OC)c1 | 21%
COc1ccc(C(=O)Nc2cc(Cl)ccc2Cl)cc1NC(=O)c1cccc(F)c1 | 14%
O=C(Nc1ccc(S(=O)c2ccc(NC(=O)c3cccs3)cc2)cc1)c1cccs1 | 33%
COc1ccc(/C=C2/SC(=S)N(CC(=O)O)C2=O)c2ccccc12 | 7%
CCc1ccccc1N/C=C(\C#N)c1nc(-c2ccc(Br)cc2)cs1 | 0%
Cc1ccnc(NC(=O)Nc2ccc(Cl)cc2)c1 | 5%
CCC12c3ccccc3C(c3ccccc31)C1C(=O)N(c3ccc4c(c3)OCO4)C(=O)C12 (stereo not drawn) | 15%
O=C(CCNc1ccc(Br)cc1)c1cccc([N+](=O)[O-])c1 | 3%
COc1cccc(NC2=C(Cl)C(=O)N(c3cccc(Cl)c3Cl)C2=O)c1 | 6%
Nc1ccc(C(=O)CC2(O)C(=O)Nc3ccccc32)cc1 (stereo not drawn) | 6%
COc1ccc(/C=C(\C#N)C(=O)c2ccccc2)c(OC)c1 | 11%
(next part)
SMILES | RNase H inhibition
O=C(CN(c1ccc(Br)cc1)S(=O)(=O)c1ccccc1)N1CCc2ccccc2C1 | 18%
O=C(COc1ccc(Cl)cc1Cl)NN=C1CCC(c2ccccc2)CC1 (stereo not drawn) | 14%
COc1cc(C2C3=C(CC(C)(C)CC3=O)OC3=C2C(=O)CC(C)(C)C3)cc(OC)c1OC(C)=O | 10%
O=C(O)CN1C(=O)S/C(=C\c2ccccc2O)C1=O | 7%
O=C(/C=C/c1ccc2c(c1)OCO2)Nc1ccc(I)cc1 | 14%
CCC(C(=O)Nc1ccccc1C)c1ccccc1 (stereo not drawn) | 6%
CC(C)(C)c1ccc(C(=O)Nc2ncc(Cc3ccc(F)cc3)s2)cc1 | 6%
Cc1ccccc1NC(=O)/C(C#N)=C\c1ccc(-c2ccc([N+](=O)[O-])cc2Cl)o1 | 4%
COC(=O)c1sc2cc(Cl)ccc2c1Cl | 23%
COc1ccc(-c2nc(-c3cc(OC)c(OC)c(OC)c3)no2)cc1OC | 7%
NC(=O)c1ccc(Cl)c(N2C(=O)c3ccccc3C2=O)c1 | 3%
Cc1cc(C)c(NC(=S)NC(=O)/C=C/c2ccccc2)c([N+](=O)[O-])c1 | 25%
CNc1nc(N/N=C/c2cc3c(cc2Br)OCO3)nc(Nc2ccccc2)n1 | 2%
Cc1nc(-c2ccc(NC(=O)c3ccccc3)cc2)cs1 | 14%
Cc1ccc(S(=O)(=O)N(CC(=O)Nc2ccc(C(N)=O)cc2)c2ccc(C(C)C)cc2)cc1 | 10%
COc1ccc(CN2CCN(Cc3ccc(F)cc3)CC2)c(OC)c1OC | 12%
CCOc1ccc2c(c1)-c1c(c3c(sc1=S)-c1cccc4cccc-3c14)C(C)(C)N2 | 24%
O=C(CCCN1C(=O)c2ccccc2C1=O)Nc1ccccc1C(=O)N1CCCC1 | 0%
CC1=C(C(=O)OCc2ccccc2)C(c2cc3c(cc2Cl)OCO3)C2=C(CC(C)(C)CC2=O)N1 (stereo not drawn) | 4%

In a second layout: 7 of the compounds above
| mol | RNase H inhibition |
| --- | --- |
| O=C(CCCN1C(=O)c2ccccc2C1=O)Nc1ccccc1C(=O)N1CCCC1 | 0% |
| O=C(COc1ccc(Cl)cc1Cl)NN=C1CCC(c2ccccc2)CC1 (stereo not drawn) | 14% |
| Cc1nc(-c2ccc(NC(=O)c3ccccc3)cc2)cs1 | 14% |
| O=C(CN(c1ccc(Br)cc1)S(=O)(=O)c1ccccc1)N1CCc2ccccc2C1 | 18% |
| CCOc1ccc2c(c1)-c1c(c3c(sc1=S)-c1cccc4cccc-3c14)C(C)(C)N2 | 24% |
| COC(=O)c1sc2cc(Cl)ccc2c1Cl | 23% |
| CCC(C(=O)Nc1ccccc1C)c1ccccc1 (stereo not drawn) | 6% |

Bioassay records (PubChem)
